GSIS activator: GLuc luminescence reporter in INS-1E cells, primary screen for activators of glucose-dependent secretion of insulin; activation, % at 16.6 µM; INS-1E GLuc reporter insulin secretion, 2-3 h; hit rate 0.61% among 370,000;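 active means lowest replicate activation of at least 40%, so every replicate reaches that level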;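 further: 0% = median of neutral control wells and 100% = median of IBMX positive control wells; some compounds called inactive have numbers as strong as hits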
PGC1a acetyl inh: inhibitors of PGC1a acetylation signal, primary screen, cell-based, U2OS, AlphaScreen, inhibitor mode; AlphaScreen anti-acetyl-lysine; with virally co-expressed GCN5 acetyltransferase; inhibition, % at 15.6 µM; hit rate 0.17% among 350,000;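 active means every replicate shows inhibition of at least 40%; inconclusive means mean inhibition at least 40% but some replicate below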;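 further: 0% = neutral control wells and 100% = positive control wells; some results beyond the cut were filed as inactive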
CFTR F508del cor: F508del CFTR correction, initial screen, CFBE line, single point | CFBE cells, YFP halide quenching; stimulated with forskolin plus potentiator P3; % fluorescence drop versus neutral controls | activity (quench increase), % at 7.58 µM | hit rate 0.36% among 350,000;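 active means mean added fluorescence quench of at least 8% versus neutral control, with both replicates also reaching 8%; inconclusive means only one of the mean or replicate conditions met; inactive means mean below 8% and not both replicates reaching 8%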;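 further: cells transiently co-express mutant CFTR-F508del with the halide-sensitive YFP; corrector assay measuring rescue of mutant channel to the surface after 24 h compound exposure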
Statin myotox sup: suppressors of statin myotoxicity in C2C12 myotubes, primary screen, cell-based, single point, plate reader; hit rate 0.78% among 330,000; rescue of ATP level, % at 7.49 µM; AID 602340, 2012; C2C12 myotubes + simvastatin, ATP luminescence, 48 h; scaled: DMSO 0, geranylgeraniol control 100;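 active means mean ATP rescue above about 67%, or every replicate alone reaching that limit, limit read from the data, passing the limit was not always enough; inconclusive means no clear call, values can overlap the other calls; inactive means mean under the limit and some replicate under it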;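 further: myotubes were challenged with 10 µM simvastatin during compound exposure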
Cneo AK release: Cryptococcus neoformans cell lysis inducers, primary screen, AK release luminescence, single concentration; lysis activity, % at 15 µM; AID 651654, 2012; hit rate 0.2% among 360,000; C. neoformans lysis, adenylate kinase release luminescence, 4 h; normalised: neutral wells 0, clomiphene wells 100;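 active means mean lysis activity across replicates of at least 80%, whatever share of replicates individually reach that level; inactive means mean lysis activity below 80%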
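Material: C. neoformans cells; Schedule: 4 h static compound exposure, 37 °C, read 1 h post-reagent; Measured by: adenylate kinase release luminescence; Read-out: signal increase indicating cell lysis; Controls: Clomiphene as positive lysis control.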
FN deposition inh: inhibitors of fibronectin matrix deposition, primary screen, AH1F cells, Alexa488-fibronectin fluorescence, plate reader; AH1F fibroblasts, overnight; inhibition, % at 12.6 µM; hit rate 0.086% among 350,000;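 active means mean inhibition across replicates of 30% or more, regardless of how many single replicates reach that level; inconclusive means mean under 30% yet at least half of replicates reach 30%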;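 further: positive control wells lacked labelled fibronectin entirely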
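test system = AH1F fibroblasts assembling fluorescent fibronectin matrix | quantity = 10000 AH1F cells per well | buffer or medium = DMEM plus 2% serum, read in PBS | doses = single dose, pinned | incubation = 1 h cell attachment, overnight exposure to compound and label | detection = fluorescence at 485 nm excitation, 525 nm emission | read-out basis = inhibition from reduced deposited-fibronectin fluorescence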
miR-122 sensor: miR-122 Renilla sensor signal increase in Huh7, primary screen, miR-122 inhibitor project, cell-based, single point, plate reader | Huh7 miR-122 Renilla luciferase sensor, 48 h; neutral wells = 0, positive control = 100 | activation (reporter increase), % at 12.5 µM | hit rate 0.3% among 340,000 | AID 602342, 2012;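 active means mean replicate activation score at least 90 and every replicate individually at or above 90; inconclusive means only one of the two criteria met; inactive means neither criterion met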;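 further: higher luciferase means less miR-122 activity so hits act as miR-122 inhibitors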
PglD inh: C. jejuni PglD acetyltransferase inhibitors, primary screen, biochemical, DTNB colorimetric, single point; purified PglD enzyme, DTNB colorimetric CoA detection; inhibition, % at 12.5 µM; hit rate 0.098% among 360,000; in the data active means inhibition above about 16%, passing the limit was not always enough; inconclusive means no clear call, values can overlap the other calls; further: strong numbers were not always called active
* marks the source's active call; other numbers are inactive results; u = inconclusive; x = not tested or not shown; [ ] = remark or other dose. Compounds were not picked by outcome; about 2.1% have a hit in one of these screens.

Value order – GSIS activator, PGC1a acetyl inh, CFTR F508del cor, Statin myotox sup, Cneo AK release, FN deposition inh, miR-122 sensor, PglD inh
NC(=O)c1cccc(-c2coc3c(C(=O)NCc4ccccc4)cccc23)c1
  -10, -2, 1.9, 13, -4, -8, -4, -4
COc1cccc(CN2CCCC(C(=O)N3CCCCC3)C2)c1OC (stereo unspecified)
  x, -3, x, -2, -2, 8, -13, 0
CCCNC(=O)C1(C)CCCN(Cc2ccccc2-c2ccccc2)C1 (stereo unspecified)
  x, x, x, -1, 1, x, 6, -6
CSc1ncnc2c1ncn2CCCNCCCc1ccccc1
  -14, 1, 0.8, -1, -1, 16, -3, -3
CCN1CCN(C(=S)Nc2ccc3nc4n(c(=O)c3c2)CCCCC4)CC1
  54, -13, -4.2, x, x, -2, -3, x
Cn1cc(CCNC(=O)CC2C(=O)NCCN2CC(c2ccccc2)c2ccccc2)cn1 (stereo unspecified)
  -12, -2, 2.2, x, 1, -8, 11, 2
CN1CCc2nc(SCc3ccc(C(C)(C)C)cc3)c(C#N)cc2C1
  x, -22, x, -27, 0, x, 0, 0
CCOCCn1c(SC)nc2c1c(=O)[nH]c(=O)n2C
  x, -1, x, 0, 0, 4, 2, x
CCOc1cccc(-c2cnc3cccnn23)c1
  23, x, -1.7, -6, -1, 7, -8, 4
CC(C)CC#Cc1ccc2c(c1)O[C@@H](CN(C)S(=O)(=O)c1cccc(F)c1)[C@H](C)CN([C@@H](C)CO)S2(=O)=O
  -36, 3, 5.1, -69, -1, x, -10[16.7 µM], 4
CCCCN1C=C(C(=O)c2ccccc2)C(=O)CC1
  14, x, 4.2, -1, 3, 5, x, 2
COc1ccc(N2CCN(c3ccnc4cc(Cl)ccc34)CC2)cc1
  -8, x, 0.8, 3, 1, 0, 4, 1
CCOC(=O)c1c(S(=O)(=O)NCC(=O)Nc2cc(C)ccn2)c(C)n(C)c1C
  14, 3, -2.1, 7, -2, 1, 2, 1
COc1ccc(OC)c(S(=O)(=O)NCC(c2ccco2)N2CCc3ccccc3C2)c1 (stereo unspecified)
  -10, x, -0.6, -3, 2, -2, x, -2
COc1cc2nc(C3CCC3)n(NC(=O)c3ccco3)c(=O)c2cc1OC
  -1, 3, -0.1, 11, -8, 2, -4, -1
CCCCCCC(C)n1[nH]c(=O)c2c(C)cc(=O)[nH]c21 (stereo unspecified)
  -4, -2, x, x, 0, -1, 1, -6
COc1ccc(OCC(=O)Nc2ccc(N3CCN(Cc4ccccc4F)CC3)cc2)cc1
  24, -4, 3.3, -9, -1, -3, -8, -6
COc1ccc(CC(=O)Nc2ccc(F)c(F)c2F)cc1S(=O)(=O)N1CCOCC1
  23, 6, 2.4, 12, 0, -12, -6, -2
Cc1cccc(NC(=O)Cn2nc(-c3cccs3)ccc2=O)c1C
  26, 3, 1.1, -6, 3, 1, 1, -4
CCOC(=O)CCc1c(C)n(CC)c2cc(-c3ccccc3OC)nn2c1=O
  x, -9, x, -4, 1, x, -1, 5
COC(=O)c1c(-n2c(C)cc(C=O)c2C)sc2c1CCCC2
  -32, -1, 0.1, 29, 4, x, -6, -3
COc1ccc(N(C)C(=O)C2CCN(S(=O)(=O)c3cccc4nonc34)CC2)c(OC)c1
  -3, x, 2.6, 19, 0, 2, 6, 2
CC(=O)c1ccc(NS(=O)(=O)Cc2ccc(Cl)cc2)cc1
  x, 3, x, 6, 1, x, 0, -4
COc1ccc(S(=O)(=O)N(C)C[C@H]2OCCCC[C@@H](C)Oc3ccc(NS(=O)(=O)c4ccc(C)cc4)cc3C(=O)N([C@@H](C)CO)C[C@@H]2C)cc1
  6, 0, 4.8, 20, 3, x, 16[16.7 µM], 2
CN(C)CCn1c2c(c(SCC(=O)N3CCc4ccccc43)nc1=O)CCCC2
  -8, x, 1.5, 8, 4, 4, 3, 8
CCN(CC)S(=O)(=O)c1cc(NC(=O)CSc2n[nH]c(N)n2)ccc1C
  x, -5, 0.5, -1, -2, -22, 2, 8
COc1ccc(C(=O)COC(=O)CN2C(=O)C3CC=CCC3C2=O)c(OC)c1 (stereo unspecified)
  -2, 0, -2.5, 7, -1, -2, -4, 4
CNc1nc(NCc2ccc(N(C)C)cc2)c2sccc2n1
  x, x, x, 3, 2, x, -6, 7
O=C(NCCN1CCOCC1)/C(=C\c1ccccc1F)NC(=O)c1ccccc1
  -3, 7, 1.3, 4, 0, -6, -1, 5
CC(=O)N1[C@@H](CO)[C@H](c2ccccc2)[C@@H]1CN(C(=O)c1ccc(F)cc1)C(C)C
  4, 3, 0.0, 10, 2, -11, -25[16.7 µM], -6

Among those listed so far, three have a thiophene ring, fused or not.
Value order – GSIS activator, PGC1a acetyl inh, CFTR F508del cor, Statin myotox sup, Cneo AK release, FN deposition inh, miR-122 sensor, PglD inh
Cc1cccc(NC(=O)Cn2nc(-c3cccs3)ccc2=O)c1C
  26, 3, 1.1, -6, 3, 1, 1, -4
COC(=O)c1c(-n2c(C)cc(C=O)c2C)sc2c1CCCC2
  -32, -1, 0.1, 29, 4, x, -6, -3
CNc1nc(NCc2ccc(N(C)C)cc2)c2sccc2n1
  x, x, x, 3, 2, x, -6, 7

Remaining list, next part.
Value order – GSIS activator, PGC1a acetyl inh, CFTR F508del cor, Statin myotox sup, Cneo AK release, FN deposition inh, miR-122 sensor, PglD inh
O=C(NCC[C@H]1CC[C@H](NC(=O)C2CC2)[C@@H](CO)O1)c1ccc(F)cc1
  21, 1, 1.4, -5, -7, x, x, 54
COC(=O)c1ccc(NC(=S)NC2CCCCC2)cc1
  x, -2, x, 9, 5, x, -6, -1
COCc1cc(C)nc2sc(C(=O)Nc3cccc(OC)c3)c(N)c12
  8, -15, 6.8, -4, 1, 3, -3, -7
O=C(COC(=O)CCC1CCCC1)Nc1ccc(Cl)cn1
  x, -12, x, 3, -1, -18, -4, 1
C[C@@H]1CN([C@H](C)CO)C(=O)c2cccc(N(C)C)c2O[C@@H]1CN(C)C(=O)Nc1cccc2ccccc12
  -5, -1, 1.5, 6, -1, -2, -2[16.7 µM], -2
Cc1noc(C)c1S(=O)(=O)Nc1ccc2c(c1)C(=O)N([C@H](C)CO)C[C@H](C)[C@H](CN(C)CC1CC1)OCCCC[C@@H](C)O2
  8, 8, 1.0, x, 3, x, 14[16.7 µM], 0
C[C@@H]1CN([C@H](C)CO)C(=O)Cc2cc(NC(=O)Nc3ccc4c(c3)OCO4)ccc2O[C@@H]1CN(C)S(C)(=O)=O
  27, -6, -2.7, -7, -3, x, -5[16.7 µM], 0
CC(C)C[C@H]1CNC(=S)N1C[C@H]1CCCN1C[C@H](Cc1ccc(O)cc1)N1C[C@H](Cc2ccccc2)N(CC2CCCCCC2)C1=S
  3, 4, -0.3, 2, 2, 0, -5, 4
O=C(Nc1ccc2c(c1)OCO2)N[C@H]1CC[C@H](CCNC(=O)C2CCC2)O[C@@H]1CO
  14, u, 0.1, -4, -4, x, 14[16.7 µM], 0
COc1ccc(S(=O)(=O)N(C)C[C@@H]2Oc3ccc(NS(=O)(=O)c4c(C)noc4C)cc3C(=O)N([C@@H](C)CO)C[C@H]2C)cc1
  -11, -9, 1.2, 15, 50, -3, 3[16.7 µM], 4
N/C(=N\OC(=O)CCN1C(=O)c2ccccc2C1=O)c1ccccn1
  14, x, -1.9, -4, -1, x, 9, 0
CCOC(=O)C1CCN(S(=O)(=O)c2ccc3c(c2)NC(=O)C(C)C(=O)N3)CC1 (stereo unspecified)
  -1, x, -0.6, 5, -2, 0, x, -3
O=C(Nc1ncc([N+](=O)[O-])s1)c1ccccc1Br
  -24, 24, 0.2, -47, -5, -10, -3, -1
COc1ccc(NC(=O)Nc2ccc3c(c2)C(=O)N([C@H](C)CO)C[C@H](C)[C@@H](CN(C)S(C)(=O)=O)OCCCC[C@H](C)O3)cc1
  7, -3, 0.0, x, -4, x, -2[16.7 µM], 4
c1ccc(N2CCN(c3nc4cc5c(cc4s3)OCCO5)CC2)cc1
  x, -2, x, 19, -1, -3, -12, -2
COC(=O)c1[nH]c(=O)c2ccccc2c1OCc1ccccc1
  -13, 4, x, 4, -3, 4, -8, 1
CCC(=O)Nc1ccc(-c2ccc(N3CCN(C)CC3)nn2)cc1
  x, 14, x, 9, 6, x, 2, -1
Cc1csc(NC(=O)CSc2nnc(-c3cccnc3)o2)n1
  10, x, 1.6, 4, 1, x, x, -6
O=C(Cn1ncc2c1-c1ccccc1OC2)Nc1nc2ccccc2s1
  x, 17, 3.1, 5, 6, 2, -3, x
Cc1ccccc1NS(=O)(=O)c1ccc(C(=O)N2CCCCCCC2)cc1
  -12, 4, 0.7, 30, 0, -6, -1, 3
COc1ccc(NS(=O)(=O)c2cc(NC(=O)C3CC3)ccc2N2CCCCC2)cc1
  4, -26, 1.1, 9, 1, x, 48, -4
COc1ccc(OC)c(-c2cc(C(=O)NCCN3CCOCC3)no2)c1
  29, -3, -1.9, x, -2, x, -6, 2
Cc1cccc(C)c1NC(=O)CN(C)C(=O)/C=C/c1cccs1
  4, -5, 4.4, 4, 19, x, -5, -5
CCOc1ccccc1NC(=O)CSc1nnc(C2CC2)n1CC
  27, x, -1.2, 3, 0, 1, 8, 1
CC(C)Cc1nnc(NC(=O)CCC(=O)N2CCN(Cc3ccccc3)CC2)s1
  -7, -3, 1.4, 25, 3, 5, 1, -2
O=C(COc1ccc2c(-c3ccccc3)cc(=O)oc2c1)Nc1ccc(CN2CCOCC2)cc1
  21, -2, 0.5, 14, 1, 2, 7, 1
C=CCN(c1ccc(C(=O)Nc2ccc3c(c2)OCO3)cc1)S(C)(=O)=O
  -2, 93*, -1.1, -10, x, 1, -3, x
CC1CCCC(NC(=O)c2ccc3c(c2)N(Cc2ccccc2)C(=O)CS3=O)C1C (stereo unspecified)
  1, 7, -0.6, 9, 0, 7, -8, 6
CN1C(=O)c2cc(NC(=O)C3CCOCC3)ccc2OC[C@@H]2O[C@H](CC(=O)NCC3CCCCC3)CC[C@@H]21
  -2, x, x, 27, 0, 0, x, 0
CC(=O)N(C)C[C@@H]1Oc2ncc(C3=CCCC3)cc2C(=O)N([C@@H](C)CO)C[C@H]1C
  10, 3, -0.5, 7, -3, -2, 5[16.7 µM], -2
Cc1onc(-c2c(Cl)cccc2Cl)c1C(=O)N1C(C)CCCC1C (stereo unspecified)
  1, x, 0.0, 7, 1, -3, -6, -1
N#C/C(=C(/O)c1ccc(-c2cccc([N+](=O)[O-])c2)o1)c1nc2ccccc2s1
  -6, 1, 0.8, x, x, 2, x, x
CC(=O)c1cc(F)c(N2CCCCCC2)cc1C
  x, 7, x, 8, 0, 12, -12, -2
CC(C)CC#Cc1ccc2c(c1)O[C@H](CN(C)C(=O)CC1CC1)[C@H](C)CN([C@H](C)CO)S2(=O)=O
  -32, -8, -3.6, -35, -12, -2, -13[16.7 µM], 2
Cn1c(SCc2ccc(Cl)cc2)nnc1-c1ccc2nonc2c1
  1, x, 3.2, -2, x, 3, x, x

Screening data deposited in PubChem BioAssay by Broad Institute.
